Screening results from PubChem.
All columns: NCI-60 one-dose screen, growth in % after 48 h at 10 µM unless noted; 100 = growth as untreated, 0 = no growth, -100 = all killed.
OVCAR-8 – OVCAR-8 ovarian cancer. AID 1794782. 4.4% of 81,000 active
CAKI-1 – CAKI-1 renal cancer; 4.7% of 75,000 active; AID 1794772
ACHN – ACHN renal cancer | 4.9% of 81,000 active | AID 1794771
RXF 393 – RXF 393 renal cancer cells | 6.9% of 77,000 active | AID 1794773
A498 – A498 renal cancer cells; 5.4% of 76,000 active
OVCAR-4 – OVCAR-4 ovarian cancer cells | 3.7% of 80,000 active | AID 1794784
OVCAR-3 – OVCAR-3 ovarian cancer; 7% of 79,000 active; AID 1794787
OVCAR-5 – OVCAR-5 ovarian cancer; 2.9% of 82,000 active
* hit, by the source's call; nt = not tested or not shown; [ ] = remark or other dose. How the source made its calls: active means growth percent below 10; inactive means the rest.

SMILES	OVCAR-8	CAKI-1	ACHN	RXF 393	A498	OVCAR-4	OVCAR-3	OVCAR-5
COc1cc(-c2nc(SCCNS(=O)(=O)c3ccc(C)cc3)[nH]c(=O)c2C#N)cc(OC)c1OC	100	88	100	110	104	89	104	102
NNC(=S)N1N=C(c2cc3ccccc3o2)CC1c1c[nH]c2ccccc12 (stereo not drawn)	39	nt	24	78	90	29	20	80
O=C(Cn1cc(CN2C(=O)c3ccccc3S2(=O)=O)nn1)Nc1cccc(Cl)c1	113	99	102	106	110	109	106	112
Nc1nc(-c2ccccc2)cc(=O)[nH]1	107	99	93	125	nt	112	nt	98
Oc1ccc(C(c2ccc(O)cc2)c2ccc(Cl)cn2)cc1	-11*	73	16	-57*	-1.7*	-15*	-34*	73
COc1ccc(/C(=C(\c2ccccc2)[N+](=O)[O-])c2ccc(OCCN3CCCC3)cc2)cc1	93	77	75	25	nt	82	100	75
CC(=O)Nc1ccc(O)c(O)c1	103	105	103	125	120	111	118	123
O=C(CSc1nc2ccccc2c(=O)n1CCc1ccccn1)c1ccc(F)cc1	83	87	102	100	62	59	101	94
CCCCNc1ccc2c3c(cccc13)C(=O)N(c1cccc(-c3nn(-c4ccccc4)cc3-c3nc4ccccc4s3)c1)C2=O	107	82	96	99	131	101	111	104
CC1(C)CCC(=O)c2ccccc21	108	115	107	126	122	123	115	99
Nc1ccccc1-c1ccc(-c2ccc(O)cc2)c2c1[nH]c1ccccc12	59	57	61	59	96	66	72	105
Oc1ccccc1-c1nnc(COc2ccc(Cl)cc2Cl)o1	37	42	44	63	90	49	20	89
Cc1ccc(-c2c(C(=O)NS(=O)(=O)C3CC3)n(Cc3cccc(C(F)(F)F)c3)c3ccccc23)cc1Cl	77	39	76	88	38	68	65	99
O=[N+]([O-])c1ccc(-c2nc3ccc(-c4n[nH]c(=S)n4-c4ccccc4)cc3[nH]2)cc1	108	100	98	148	100	98	113	99
CCOP(=O)(OCC)OCCOCCOP(=O)(OCC)OCC	97	68	95	122	109	100	106	102
O=C(Nc1ncc(Cc2cc(C(F)(F)F)ccc2Cl)s1)c1cccs1	69	42	67	43	62	63	51	84
C=C(C)[C@@H]1CC[C@]2(C(=O)N3CCN(C)CC3)CC[C@]3(C)[C@H](CC[C@@H]4[C@@]5(C)CC[C@H](OC(=O)CCC(=O)O)C(C)(C)[C@@H]5CC[C@]43C)[C@@H]12	93	83	93	92	112	95	101	80
Cc1[nH]n(-c2ccccc2Cl)c(=O)c1/C=C1\C=Nc2ccccc21	108	84	101	156	nt	104	105	99
CCOC(=O)c1c(NC(=O)c2ccccc2)sc2c(CN(C)C)c(O)c(Br)cc12	86	82	86	86	101	91	104	110
NNCCC(=O)O	102	98	109	100	102	106	115	99
Oc1ccc2ccccc2c1N=Nc1nccs1	15	-31*	10	47	136	16	1.5*	45
C1=CCc2c(cccc2OCCCCCCN2CCCCCC2)C1	79	55	68	44	77	54	71	52
COc1ccc(Cn2cc3c(c2-c2ccccc2)CCCc2cnoc2-3)cc1[N+](=O)[O-]	80	51	87	50	67	69	nt	93
CN(C)S(=O)(=O)N1C(=O)c2ccccc2C1=O	110	94	102	141	97	91	103	109
CCCCC(C(=O)OCC)(C(=O)OCC)C(C)CC (stereo not drawn)	96	114	115	126	108	110	124	115
SMILES	OVCAR-8	CAKI-1	ACHN	RXF 393	A498	OVCAR-4	OVCAR-3	OVCAR-5
O=C(CSc1nnc(-c2ccc(NC(=O)c3cccnc3)cc2)o1)Nc1cccc(Br)c1	89	83	99	111	96	94	107	99
O=C(OCc1ccc2c(Br)cc(Br)c(O)c2n1)N1CCN(C(=O)c2cc3ccccc3[nH]2)CC1	26	23	14	41	20	26	31	54
COc1nc2c(c(=O)[nH]1)C(c1cc3ccccc3[nH]c1=O)C1=C(CC(C)(C)CC1=O)N2 (stereo not drawn)	99	100	110	105	109	104	99	107
COc1ccc(C2=Nc3c(N)ncnc3NC(c3cccc(Nc4ccnc5cc(C(F)(F)F)ccc45)c3)C2)cc1 (stereo not drawn)	68	61	79	41	65	67	78	92
COc1ccc(-n2ncn(CCCCn3cnn(-c4ccc(OC)cc4)c3=O)c2=O)cc1	94	92	103	100	96	96	99	104
Oc1ccc(/C=N/Nc2nc3ccccc3s2)c(O)c1	27	12	23	54	78	22	19	47
Cc1ccc(C(=O)c2ccc3nc(-c4ccc(Br)cc4)n(C)c3c2)cc1	101	100	103	118	115	113	115	109
NCCCN1CCN(CCCNc2cccc3cccnc23)CC1	92	95	111	81	88	107	92	123
CN(C)c1ccccc1Br	105	118	97	96	114	nt	112	108
COC(=O)c1ccc(Nc2nc(N)n(Cc3cccc(Br)c3)n2)cc1	78	54	52	65	58	54	32	57
Nc1[nH]c(=S)[nH]c(=O)c1NC=O	115	120	109	113	99	106	114	104
COc1cccc(/C=C/C(=O)c2sc(Nc3ccc(O)cc3)nc2C)c1	99	105	98	85	nt	97	76	111
O=C1NCCN1c1ccccc1	100	95	112	121	89	108	119	100
CCN1CCN(c2oc(C(c3ccccc3)c3ccccc3)nc2C#N)CC1	96	nt	98	94	91	85	100	96
CCCCCCCCCCCC(=O)N1CCN(C(=O)CCCCCCCCCCC)CC1	86	83	96	101	95	82	106	107
Cn1ccnc1C(=O)/C=C/c1ccc(C(=O)Nc2ccccc2F)cc1	16	26	21	16	18	38	-4.5*	18
Cc1cc(C)cc(OCC(=O)O)c1	100	nt	99	135	105	113	124	95
C=CCc1cc(OC)c(O)c(OC)c1	103	98	102	119	nt	102	106	97
N#CC1(Nc2ccccc2)CCCCC1	98	105	98	97	100	105	104	98
CC(C)CCC(=O)c1ccco1	102	109	111	117	105	114	134	112
C=CCOC(=O)/C=C\C(=O)NC(N)=O	101	nt	107	103	84	103	107	101
Cc1ccc(NC(=O)NNC(=O)CSC2CCc3ccccc32)c(C)c1 (stereo not drawn)	101	88	91	105	98	102	104	99
O=C(NCCO)Nc1ccc(-c2nc(N3CCOCC3)c3cccn3n2)cc1	5.9*	9.4*	9.2*	-34*	-55*	-16*	0.3*	-11*
O=C(CSc1nc2c(c(=O)[nH]1)CCCC2)Nc1ccc(C(=O)O)cc1	96	89	111	94	95	103	131	121
Cc1ccc(C(=O)NN2C(=O)CSC2c2ccc(Cl)cc2)cn1 (stereo not drawn)	nt	81	97	95	164	101	111	92
SMILES	OVCAR-8	CAKI-1	ACHN	RXF 393	A498	OVCAR-4	OVCAR-3	OVCAR-5
Cc1nc(SCC(=O)Nc2nc(-c3ccc(Cl)cc3)cs2)n(Nc2ccccc2)c1C	32	37	49	72	74	42	61	66
CCCCC1CCc2cccc3c(SCC(=O)N(C)c4ccc(Br)cc4)cc[n+]1c23 (stereo not drawn)	107	99	107	133	118	107	113	116
O=C(NCc1ccccc1)Nc1cccc2c(NC(=O)NCc3ccccc3)cccc12	107[100 µM]	99[100 µM]	100[100 µM]	107[100 µM]	116[100 µM]	107[100 µM]	111[100 µM]	107[100 µM]
O=C1N=c2cc3c(cc2=C/C1=C/c1sc(=S)n(CCc2ccc(O)cc2)c1O)OCO3	101	89	100	98	84	87	104	96
O=c1[nH]c2cc([N+](=O)[O-])ccc2c2ccccc12	92	78	95	93	95	83	103	87
NS(=O)(=O)c1ccc(Nc2nc(O)c(/C=C3/C=c4ccccc4=NC3=O)s2)cc1	101	98	109	107	100	104	116	107
CC(=O)O[C@H]1C[C@@]2(C)[C@@H](C[C@@H](O)[C@H]3[C@@]4(C)CC[C@H](NCCCNCCCCN)[C@@H](C)[C@@H]4CC[C@@]32C)/C1=C(\CCC=C(C)C)C(=O)O	94	96	96	103	92	100	108	101
CCNC(C)(C)C(SSS)c1ccco1 (stereo not drawn)	108	nt	104	nt	101	100	110	98
COc1ccc(-c2c(C#N)c(O)[nH]c(=O)c2C#N)cc1	101	104	100	102	83	118	112	93
CS(=O)(=O)c1ncnc2nc[nH]c12	119	nt	108	83	103	103	107	109
N#C/C(=C\c1c(-c2ccccc2)[nH]c2ccccc12)S(=O)(=O)c1ccccc1	43	41	59	nt	24	83	-28*	75
OCCN(Cc1ccccn1)Cc1ccccn1	128	100	110	105	92	115	97	105
Cc1nn(-c2ccccc2)c(-n2ccnc2)c1/C=N/Nc1nc(-c2ccc(Br)cc2)cs1	80	68	75	75	54	47	81	97
COc1ccc(S(=O)(=O)c2ccc(OC)cc2)cc1	111	nt	nt	108	83	105	105	101
CN1C(=O)C=C(N)C1=O	99	101	102	101	111	108	108	102
COc1ccc(C(=O)CSc2nc3[nH]c(=O)n(C)c(=O)c3[nH]2)cc1	105	89	100	nt	97	106	106	100
Cc1c(Cl)c(S(N)(=O)=O)cc2c1NC(c1ccccc1)=NS2(=O)=O	112	92	101	94	110	104	110	103
COc1ccc(-c2cc(-c3nnc(SCC(=O)Nc4ccc(C(C)=O)cc4)o3)c3ccccc3n2)cc1OC	62	nt	82	96	86	101	93	106
CN(C)CCN1C(=O)c2cccc3c(-c4ccc(-c5nc6c7ccccc7c7ccccc7c6[nH]5)cc4)ccc(c23)C1=O	52	88	112	nt	100	-3.0*	117	123
CN(C)c1cccc(C(=O)O)c1	105	98	114	106	94	116	108	109
Cc1nc2ccccc2n1C(=O)/C=C/c1ccccc1	97	105	95	103	90	85	109	97
C=Cc1cc2oc3ccccc3c(=O)c2c(O)c1-c1cc(OC)c2cc(CCC)n(C)c(=O)c2c1O	96	68	91	98	97	94	101	83
CSC1=NC(c2ccccc2)C(C(C)=O)=C(C)N1 (stereo not drawn)	101	69	102	68	43	86	112	98
O=C(CCCCCCCC(=O)Nc1cccc(C2=NCCN2)c1)Nc1cccc(C2=NCCN2)c1	103	90	101	105	100	99	nt	102
C(=C(\C1=NCCN1)n1cnc2ccccc21)/c1ccccc1	101	88	97	81	nt	100	nt	97

Shown with bars between the fields: 15 of the compounds above
Compound | OVCAR-8 | CAKI-1 | ACHN | RXF 393 | A498 | OVCAR-4 | OVCAR-3 | OVCAR-5
COc1cc(-c2nc(SCCNS(=O)(=O)c3ccc(C)cc3)[nH]c(=O)c2C#N)cc(OC)c1OC | 100 | 88 | 100 | 110 | 104 | 89 | 104 | 102
NNC(=S)N1N=C(c2cc3ccccc3o2)CC1c1c[nH]c2ccccc12 (stereo not drawn) | 39 | nt | 24 | 78 | 90 | 29 | 20 | 80
O=C(Cn1cc(CN2C(=O)c3ccccc3S2(=O)=O)nn1)Nc1cccc(Cl)c1 | 113 | 99 | 102 | 106 | 110 | 109 | 106 | 112
Nc1nc(-c2ccccc2)cc(=O)[nH]1 | 107 | 99 | 93 | 125 | nt | 112 | nt | 98
Oc1ccc(C(c2ccc(O)cc2)c2ccc(Cl)cn2)cc1 | -11* | 73 | 16 | -57* | -1.7* | -15* | -34* | 73
COc1ccc(/C(=C(\c2ccccc2)[N+](=O)[O-])c2ccc(OCCN3CCCC3)cc2)cc1 | 93 | 77 | 75 | 25 | nt | 82 | 100 | 75
CC(=O)Nc1ccc(O)c(O)c1 | 103 | 105 | 103 | 125 | 120 | 111 | 118 | 123
O=C(CSc1nc2ccccc2c(=O)n1CCc1ccccn1)c1ccc(F)cc1 | 83 | 87 | 102 | 100 | 62 | 59 | 101 | 94
CCCCNc1ccc2c3c(cccc13)C(=O)N(c1cccc(-c3nn(-c4ccccc4)cc3-c3nc4ccccc4s3)c1)C2=O | 107 | 82 | 96 | 99 | 131 | 101 | 111 | 104
CC1(C)CCC(=O)c2ccccc21 | 108 | 115 | 107 | 126 | 122 | 123 | 115 | 99
Nc1ccccc1-c1ccc(-c2ccc(O)cc2)c2c1[nH]c1ccccc12 | 59 | 57 | 61 | 59 | 96 | 66 | 72 | 105
Oc1ccccc1-c1nnc(COc2ccc(Cl)cc2Cl)o1 | 37 | 42 | 44 | 63 | 90 | 49 | 20 | 89
Cc1ccc(-c2c(C(=O)NS(=O)(=O)C3CC3)n(Cc3cccc(C(F)(F)F)c3)c3ccccc23)cc1Cl | 77 | 39 | 76 | 88 | 38 | 68 | 65 | 99
O=[N+]([O-])c1ccc(-c2nc3ccc(-c4n[nH]c(=S)n4-c4ccccc4)cc3[nH]2)cc1 | 108 | 100 | 98 | 148 | 100 | 98 | 113 | 99
CCOP(=O)(OCC)OCCOCCOP(=O)(OCC)OCC | 97 | 68 | 95 | 122 | 109 | 100 | 106 | 102

Carrying on.
SMILES	OVCAR-8	CAKI-1	ACHN	RXF 393	A498	OVCAR-4	OVCAR-3	OVCAR-5
O=S(=O)(Nc1cc(F)cc(F)c1)c1ccc(-c2cnc(C3CC3)o2)cc1	50	33	44	47	1.5*	68	2.7*	71
Cc1ccc(C2CC(c3ccc(Nc4nc(NCCO)nc(Nc5ccc(Cl)cc5)n4)cc3)=Nc3c(N)nc(N)nc3N2)cc1 (stereo not drawn)	-81*	-9.9*	-37*	nt	78	-54*	nt	-63*
Oc1ccc2cn[nH]c2c1	105	83	100	129	113	105	103	100
Cc1nc(C2CC2)[nH]c(=O)c1C(=O)Nc1cccc(C(=O)Nc2cccc(C(F)(F)F)c2)c1	89	94	109	nt	nt	105	123	104
O=C(Nc1ccccn1)C(O)c1ccccc1 (stereo not drawn)	107	88	106	106	nt	101	114	102
O=c1oc2ccc(Br)cc2c(=O)n1-c1ccc(I)cc1F	10	-8.7*	3.5*	-1.0*	-70*	15	5.3*	22
COc1ccc(-c2nc(SCC(C)C)nc(N/N=C\c3ccccc3O)c2C#N)cc1	98	99	81	112	87	96	101	100
COc1ccc2c(c1)C(=O)/C(=C/c1ccc([N+](=O)[O-])s1)O2	-5.2*	30	-54*	-63*	100	-45*	-36*	33
COc1cc(/C=C/C(=O)N2CCN(C(=O)/C=C/c3ccccc3)CC2)cc(OC)c1OC	98	104	110	125	nt	97	120	117
O=C(N/N=C/c1ccc(Sc2ncccn2)o1)c1cccc(F)c1	99	nt	108	111	94	114	104	102
O=[N+]([O-])c1ccccc1N/N=C/c1ccccc1	99	79	89	103	104	82	101	106
CC(c1ccccc1)N(C)C (stereo not drawn)	117	97	109	124	139	77	120	93
CN(C)CCCN1c2ccccc2S(=O)c2ccc(C(F)(F)F)cc21 (stereo not drawn)	98	98	101	104	nt	108	114	99
S=c1[nH]c2ccccc2o1	101	97	98	103	68	102	103	89
